Bioassay records from PubChem BioAssay.
HepG2 viability: HepG2 cytotoxicity, counter-screen for TGF-b inhibitors; HepG2 CAGA-GFP viability, ATP luminescence, 18 h; Potency, µM (titrated, usually from 46.1 µM), for the others: at the top dose activity change, negative = cytotoxicity, hits mostly cytotoxic; 410,000 tested, 0.76% active; AID 588856; further: some results filed as inactive show a strong effect at the top dose
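CellTiter-Glo luminescence gave cytotoxicity after 18 hours at 37 degrees C. The cells were HepG2 CAGA-GFP in 1% FBS DMEM, stimulated with 500 pg/mL TGF-beta after compound addition. %Activity was normalised to no-cell wells (complete cell-killing) and DMSO (no toxicity), and curves were fitted and classified.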
A549 tox: kills or reduces viability of A549 cells in Nrf2 counter-screen | AID 504648 | A549 ARE-Fluc cells, CellTiter-Fluor viability, 18-24 h | Potency, µM (doses to about 46 µM), without a hit: top-dose activity change, negative = cytotoxicity, usual class: inhibitors | 390,000 tested, 0.16% active; further: on the % scale 0 is the no-effect control and ±100 the full control effect
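A549 ARE-Fluc cells in 5% FBS OPTI-MEM, 5000 cells/well, rested 2 h then exposed to compounds in concentration-response for 18-24 h at 37 °C. Viability by CellTiter-Fluor fluorescence (Ex 405/Em 525) after 30 min; luciferase luminescence (BugLite, 15 min, RT) read afterwards.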
Nrf2 block: inhibitors of Nrf2 signaling. AID 504444. 360,000 tested, 2.1% active. A549 ARE-Fluc reporter, luciferase luminescence, 18-24 h. Potency, µM (doses to about 46 µM), for the others: at the highest dose activity change, negative = inhibition, usual class: inhibitors; further: on the % scale 0 is the no-effect control and ±100 the full control effect; nearly all actives have a fitted effect of over 60% in size
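Two sequential reads on A549 ARE_Fluc cells exposed to compound for 18-24 h: a CellTiter-Fluor fluorescence read for viability, then a luciferase luminescence read for Nrf2/ARE activity.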
Nrf2 activator: Nrf2 pathway activation | AREc32 ARE-luciferase reporter (MCF7-derived line), luminescence, 24 h | Potency, µM (highest dose often 46.1 µM), inactives show top-dose activation, hits mostly activators | 410,000 tested, 0.31% active | AID 624171; further: % of control where 0% means no effect; nearly all actives have a fitted effect of over 65% in size
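AREc32 cells carrying an ARE-driven firefly luciferase reporter were seeded at 1000 cells/well in OPTI-MEM with 5% FBS, then exposed to compound for 24 hr at 37 deg C. Luminescence was read with Steady-Glo after 30 min at RT.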
MCF10A rerep: induces DNA re-replication in MCF 10a normal breast cells; 350,000 tested, 2.9% active; Potency, µM (top dose mostly 46.1 µM), for inactives: top-dose activity, positive = re-replication, hits mostly activators; MCF 10A DNA re-replication, Hoechst nuclear intensity, 48 h; further: % of control where 0% means no effect; nearly all actives have a fitted effect of over 50% in size
S2 tox: cell viability loss in ATXN counter-screen. S2 cells (HEK-293 line with an ATXN2-luciferase reporter) viability, CellTiter-Fluor protease fluorescence, 24 h. Potency, µM (doses to about 56.7 µM), actives largely listed as cytotoxic. 400,000 tested, 0.49% active; further: nearly all actives have a fitted effect of over 40% in size
EPAC2 antagonist: antagonists of human EPAC2; Q8WZA2; EPAC2 GEF exchange of Rap1B-BODIPY-GDP, fluorescence; Potency, µM (highest dose often 114 µM), for inactives: at the top dose activity, negative = inhibition, most hits filed as inhibitors; 360,000 tested, 0.18% active; further: on the % scale 0 is the no-effect control and ±100 the full control effect; nearly all actives have a fitted effect of over 45% in size; many of its hits are not listed in these tables
Target sequence (Q8WZA2 whole entry, looked up): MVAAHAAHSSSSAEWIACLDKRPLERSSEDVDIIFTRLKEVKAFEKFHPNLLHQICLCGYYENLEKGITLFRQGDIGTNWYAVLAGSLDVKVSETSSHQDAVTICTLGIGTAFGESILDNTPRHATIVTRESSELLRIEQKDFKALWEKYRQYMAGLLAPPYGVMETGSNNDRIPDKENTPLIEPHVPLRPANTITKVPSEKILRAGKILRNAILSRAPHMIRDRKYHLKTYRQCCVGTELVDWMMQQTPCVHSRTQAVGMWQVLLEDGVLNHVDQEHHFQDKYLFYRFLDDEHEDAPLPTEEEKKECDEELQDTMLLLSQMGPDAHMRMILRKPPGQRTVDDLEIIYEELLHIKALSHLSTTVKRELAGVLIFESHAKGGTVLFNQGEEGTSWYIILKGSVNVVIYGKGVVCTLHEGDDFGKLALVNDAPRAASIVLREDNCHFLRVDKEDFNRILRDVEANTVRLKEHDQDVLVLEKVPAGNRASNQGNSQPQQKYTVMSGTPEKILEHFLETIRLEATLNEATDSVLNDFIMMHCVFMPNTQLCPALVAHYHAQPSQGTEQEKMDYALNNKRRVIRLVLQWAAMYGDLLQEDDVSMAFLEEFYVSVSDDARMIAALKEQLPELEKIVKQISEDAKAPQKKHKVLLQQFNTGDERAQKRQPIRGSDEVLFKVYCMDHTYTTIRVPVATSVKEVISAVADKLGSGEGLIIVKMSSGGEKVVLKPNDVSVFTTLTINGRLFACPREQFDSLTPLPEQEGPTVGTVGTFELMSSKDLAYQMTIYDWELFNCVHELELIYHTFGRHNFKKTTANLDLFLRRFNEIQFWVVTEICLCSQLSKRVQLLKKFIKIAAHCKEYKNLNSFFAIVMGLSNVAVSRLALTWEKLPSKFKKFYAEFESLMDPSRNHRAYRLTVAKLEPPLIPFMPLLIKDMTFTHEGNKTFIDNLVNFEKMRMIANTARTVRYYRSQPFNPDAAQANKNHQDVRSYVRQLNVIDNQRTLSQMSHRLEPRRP
ATXN2 expr inh: inhibitors of ATXN2 expression; HEK-293 ATXN2-luciferase reporter, luminescence, 24 h; Potency, µM (highest dose often 57 µM), for the others: top-dose activity change, negative = inhibition, usual class: inhibitors; 360,000 tested, 0.72% active; further: on the % scale 0 is the no-effect control and ±100 the full control effect; nearly all actives have a fitted effect of over 55% in size
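qHTS (up to 57 uM final) was run with 24 h compound exposure of reporter cells at 37 °C. Each well was multiplexed: SteadyGlo luminescence measured ATXN2-luciferase expression after a fluorogenic Gly-Phe-AFC viability readout (25 uM final).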
TGFb inhibitor: inhibitors of TGF-b signaling | 410,000 tested, 1.2% active | Potency, µM (titrated, usually from 46.1 µM), for the others: at the highest dose activity, negative = inhibition, actives largely listed as inhibitors | HepG2 CAGA-GFP TGF-b/SMAD3 reporter, GFP fluorescence, 18 h; TGF-beta stimulated, 500 pg/mL final; further: on the % scale 0 is the no-effect control and ±100 the full control effect; nearly all actives have a fitted effect of over 65% in size
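HEPG2 CAGA-GFP, 1000 cells/well; 2 h settle, 37 C; cpd via pin tool; TGF-b 500 pg/mL final; 18 h, 37 C; GFP imaging ex488/em500-530; %Activity normalised to -TGF-b and +DMSO controls; CRC fit, curve class.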
Active calls of the source: *; i = inactive; ? = inconclusive; . = not tested or not shown; [ ] = remark or other dose. The call rests on the fitted dose curve; in most records, active means well fitted curve in the direction sought with a large enough effect; inconclusive means small, poorly fitted or top-dose-only effect, or another doubt; inactive means no such curve, though single readings can be large; an effect the other way counts as inactive or inconclusive. Potency means the concentration at half of the fitted maximal effect. A portion of the library; rates above refer to the full screens.

1: Cc1ccccc1CNC(=O)CCS(=O)(=O)c1cc2c3c(c1)CCN3C(=O)CC2
2: Cc1cc(C(=O)NCC(c2ccco2)N2CCCC2)c2ccccc2n1 (stereo not drawn)
3: Cc1ccc(N(Cc2cc3ccc(C)cc3[nH]c2=O)S(=O)(=O)c2ccccc2)cc1
4: Fc1ccc(N2CCN(Cc3cnc(Oc4ccc(Br)cc4)s3)CC2)cc1
5: Cc1cn([C@H]2C[C@H](O)[C@@H](CNCc3ccc4ncccc4c3)O2)c(=O)[nH]c1=O
6: CC(=O)c1ccc(S(=O)(=O)N2CCN(C(C)=O)CC2)cc1
7: Nc1nonc1-n1nnc(C(=O)N/N=C/c2ccc(Br)cc2)c1-c1ccc2c(c1)OCO2
8: Cc1ccc([N+](=O)[O-])cc1-c1[nH]c(-c2ccc(O)c(O)c2)nc1-c1ccccc1

screen / no.	1	2	3	4	5	6	7	8
MCF10A rerep	.	1.0%	-10.6%	?	.	-0.9%	2.9%	?
Nrf2 activator	0.1%	0.1%	-0.1%	-0.4%	2.8%	-0.2%	0.0%	3.5%
EPAC2 antagonist	.	0.7%	-4.3%	-3.4%	-3.7%	-6.0%	-0.5%	-9.5%
HepG2 viability	2.0%	1.4%	-4.6%	-37.1%	3.3%	1.3%	-22.6%	-38.6%
ATXN2 expr inh	6.7%	10.9%	0.6%	-15.1%	3.6%	-14.0%	-10.9%	-11.3%
A549 tox	20.1%	3.3%	-16.4%	-6.0%	.	-0.2%	-0.1%	?
S2 tox	i	i	i	i	i	i	i	i
Nrf2 block	?	6.7%	?	?	.	-1.6%	-19.1%	20.6µM*
TGFb inhibitor	14.0%	19.9%	-6.8%	-1.6%	19.1%	0.0%	-14.8%	?

9: Cc1ccc(S(=O)(=O)N(CC(=O)N2CCOCC2)C2CCCCC2)cc1
10: CC(C)(C)c1ccc(S(=O)(=O)N2CCNC(=O)C2)cc1
11: CC(C)Nc1ncnc2c1ncn2[C@H]1CN(Cc2ccc3c(c2)OCO3)C[C@@H](CO)O1
12: CCCCc1c(C)nn(-c2nnc3c4ccccc4n(CC)c3n2)c1C
13: O=C(COc1ccccc1F)Nc1ccc2oc(-c3cccc(Cl)c3)nc2c1
14: Fc1ccc(C2=Nn3c(nnc3-c3n[nH]c4c3CCC4)SC2)cc1
15: COCCCN1C(=O)C(CC(=O)NCc2cccs2)CC(C(=O)N(C)C)=C1C (stereo not drawn)
16: O=C(Nc1ccc([N+](=O)[O-])cc1)Nc1ccc(Cl)cc1F

screen / no.	9	10	11	12	13	14	15	16
MCF10A rerep	-1.1%	-11.8%	.	22.8%	.	?	.	?
Nrf2 activator	-0.9%	5.1%	3.0%	-0.6%	4.3%	9.8%	0.4%	3.8%
EPAC2 antagonist	1.4%	5.2%	5.1%	-0.2%	.	9.5%	6.0%	-7.2%
HepG2 viability	-4.1%	12.2%	2.5%	-6.4%	1.1%	8.0%	-23.2%	2.82µM*
ATXN2 expr inh	4.3%	2.7%	13.1%	6.2%	15.1%	53.6%[activator]	3.9%	?
A549 tox	-6.1%	1.4%	.	?	-0.3%	-3.5%	.	?
S2 tox	i	i	i	?	i	i	i	i
Nrf2 block	?	-19.6%	.	?	8.7%	?	.	?
TGFb inhibitor	-15.5%	1.6%	41.9%	-4.7%	-1.6%	0.4%	-5.1%	2.24µM*

17: Clc1cccc(Oc2ncc(CN3CCOCC3)s2)c1
18: CCC1(c2ccc(F)cc2)NC(=O)N(CC(=O)Nc2cc(S(=O)(=O)N(C)C)ccc2Cl)C1=O (stereo not drawn)
19: CS(=O)(=O)N(CC(=O)O)c1cccc(Cl)c1
20: CC(=O)Nc1cccc(C(=O)/C=C/c2ccc(N(C)C)cc2)c1
21: OC1CSc2nc3ccccc3n2C1 (stereo not drawn)
22: CCOC(=O)C(Cc1ccnc2ccccc12)=NO
23: COc1ccc(C(=O)OC(COc2ccccc2)Cn2ccnc2)cc1 (stereo not drawn)
24: O=C(Cn1cnc2c(nnn2Cc2ccccc2)c1=O)NCc1ccccc1Cl

screen / no.	17	18	19	20	21	22	23	24
MCF10A rerep	-0.8%	2.2%	-2.7%	?	2.1%	5.0%	-7.9%	0.3%
Nrf2 activator	0.3%	-1.0%	0.0%	26.3%	0.3%	2.4%	3.3%	-0.7%
EPAC2 antagonist	6.9%	3.1%	10.1%	40.3%[activator]	9.3%	-1.6%	4.9%	6.0%
HepG2 viability	-1.2%	-20.9%	5.9%	-7.1%	1.7%	0.7%	-25.3%	-17.1%
ATXN2 expr inh	45.4%[activator]	.	2.2%	70.1%[activator]	-16.8%	-6.0%	-4.0%	19.2%
A549 tox	-3.3%	6.0%	6.0%	-4.7%	-1.8%	2.9%	-17.5%	11.7%
S2 tox	i	i	i	i	i	i	i	i
Nrf2 block	?	10.8%	1.8%	22.2%	5.0%	-28.0%	-12.7%	?
TGFb inhibitor	0.0%	-12.8%	-3.0%	104.4%[activator]	-5.6%	-5.7%	-7.4%	4.4%

25: COc1ccc(O)c(C(=O)/C=C/c2cc3ccccc3o2)c1
26: CCCCC1CC(/C(C)=N/NC(N)=O)OC1=O (stereo not drawn)
27: CCCCc1cc(=O)oc2cc(C)cc(OCC(=O)NCc3cccnc3)c12
28: CC(C)C(NS(=O)(=O)c1ccc2c3c(cccc13)C(=O)N2)C(=O)O (stereo not drawn)
29: CCCCNC(=O)NCc1cnn(C)c1C
30: Cc1ccc(Nc2cc(-n3cccn3)ncn2)c(C)c1
31: CCCCCN(C(=O)CCC(=O)OCC(=O)N(C)c1ccccc1)c1c(N)n(CCCC)c(=O)[nH]c1=O
32: COc1ccccc1N1CCN(S(=O)(=O)CCNC(=O)c2ccco2)CC1

screen / no.	25	26	27	28	29	30	31	32
MCF10A rerep	2.59µM*	-6.7%	1.9%	-0.9%	-4.0%	1.2%	0.3%	.
Nrf2 activator	3.8%	-0.7%	1.8%	-0.8%	-0.3%	3.8%	-0.5%	-1.4%
EPAC2 antagonist	-1.5%	0.6%	3.0%	-5.2%	17.1%	0.1%	14.5%	15.2%
HepG2 viability	-35.4%	-55.5%	-9.8%	13.5%	29.2%	-2.1%	-12.4%	-10.0%
ATXN2 expr inh	-20.5%	-4.0%	-12.7%	5.4%	11.3%	86.8%[activator]	-4.7%	.
A549 tox	-8.5%	-5.2%	2.7%	0.8%	-0.1%	1.9%	-0.3%	.
S2 tox	i	i	i	i	i	i	i	i
Nrf2 block	?	-2.5%	7.1%	-5.5%	3.0%	?	-2.0%	.
TGFb inhibitor	0.4%	-1.5%	-0.8%	6.3%	15.4%	0.2%	-4.5%	0.0%

Overlap with the part before: 2 compounds, followed by the next part.
31: CCCCCN(C(=O)CCC(=O)OCC(=O)N(C)c1ccccc1)c1c(N)n(CCCC)c(=O)[nH]c1=O
32: COc1ccccc1N1CCN(S(=O)(=O)CCNC(=O)c2ccco2)CC1
33: Cn1c(=O)c(Oc2ccc(Cl)cc2)c(O)c2ccccc21
34: CC(C)(C)OC(=O)N1CCC(c2c(C(=O)N3CCN(c4ncccn4)CC3)cnn2-c2cccc(F)c2)CC1
35: Cc1ccc(S(=O)(=O)c2c(C)nn(-c3ccccc3)c2OC(=O)c2ccc(Br)o2)cc1
36: CC(=O)c1cc(C#N)c(Oc2ccc(F)cc2)nc1C
37: O=[N+]([O-])c1cccc(-c2ncc3ccccn23)c1
38: C=CCSc1nc2sc3c(c2c(=O)n1-c1ccccc1)CCN(C)C3
39: O=C(C1CCN(Cc2nc(-c3ccc(Cl)cc3)no2)CC1)N1CCOCC1
40: O=C(Nc1ccc(Br)cc1)c1cc2ccccn2n1

screen / no.	31	32	33	34	35	36	37	38	39	40
MCF10A rerep	0.3%	.	-16.8%	.	1.0%	19.0%	6.0%	14.3%	-18.1%	9.0%
Nrf2 activator	-0.5%	-1.4%	-0.9%	-0.7%	0.0%	-0.9%	5.1%	2.1%	-0.3%	5.5%
EPAC2 antagonist	14.5%	15.2%	4.8%[57.1 µM]	.	5.5%	18.4%	2.4%	1.8%	-0.5%	-5.7%
HepG2 viability	-12.4%	-10.0%	-7.0%	-24.4%	5.3%	-14.0%	-4.3%	-5.9%	7.2%	-77.9%
ATXN2 expr inh	-4.7%	.	.	5.6%	3.7%	-18.5%	-2.9%	-4.8%	5.0%	8.0%
A549 tox	-0.3%	.	9.8%	6.8%	2.5%	-0.1%	-5.0%	-2.9%	0.9%	-3.3%
S2 tox	i	i	i	i	i	i	i	i	i	i
Nrf2 block	-2.0%	.	1.2%	?	0.5%	.	17.9%	-23.1%	-2.2%	?
TGFb inhibitor	-4.5%	0.0%	-13.4%	-14.7%	3.2%	?	30.8%[activator]	6.9%	10.6%	-6.8%

41: Cc1csc(N=Nc2ccc(N(C)C)cc2)[n+]1[O-]
42: CC(=O)c1ccc(OC2(C)CCN(Cc3csc4ccccc34)C2)cc1 (stereo not drawn)
43: COc1ccccc1Cn1c(=S)[nH]c2cc(C(=O)NC(C)C)ccc2c1=O
44: Cc1cc(=O)c2cccc(Br)c2[nH]1
45: CC(=O)Oc1cc2c(cc1OC(C)=O)C(=O)CCCC2

screen / no.	41	42	43	44	45
MCF10A rerep	.	.	1.4%	-5.0%	.
Nrf2 activator	0.0%	3.3%	0.0%	3.1%	5.0%
EPAC2 antagonist	?	-3.5%	1.9%	-6.3%	9.3%
HepG2 viability	-36.9%	-34.6%	1.1%	-14.6%	-52.4%
ATXN2 expr inh	.	-2.6%	7.4%	-24.2%	.
A549 tox	.	.	-0.3%	7.6%	.
S2 tox	.	i	i	i	i
Nrf2 block	.	.	-0.7%	-3.5%	.
TGFb inhibitor	-14.6%	-11.3%	1.1%	3.7%	-14.4%
